FN deposit inh – fibronectin deposition inhibition | AH1F fibroblasts, Alexa488-fibronectin deposition fluorescence, overnight | inhibition, % at 12.6 µM | 350,000 tested, 0.086% active | AID 743247;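 active means mean inhibition across replicates of 30% or more, regardless of how many single replicates reach that level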;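 further: positive control wells lacked labelled fibronectin entirely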
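Assay system: AH1F fibroblasts assembling fluorescent fibronectin matrix; Amount: 10000 AH1F cells per well; Buffer or medium: DMEM, 2% serum; Probe or stimulus: Alexa488-fibronectin, 24 nM final in well; Doses: single compound dose, delivered by pin transfer; Incubation: 1 h adhesion, overnight exposure; Measured by: fluorescence 485/525 nm; Read-out: fibronectin deposition inhibition.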
PAX8 reporter – inhibitors of PAX8 transcriptional activity in RMG-I cells; RMG-I TPO-luciferase reporter, SteadyGlo, 24 h; inhibition, % at 12.6 µM; 360,000 tested, 1.2% active; AID 652154;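 active means mean replicate inhibition at least 60% with every replicate also reaching 60%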;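 further: luciferase light reporting Pax8 driven TPO promoter activity; plate controls were median of neutral control wells for no effect and mitoxantrone controls for full effect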
INS-1E GSIS act – primary screen for activators of insulin secretion dependent on glucose, INS-1E cells, GLuc reporter luminescence; INS-1E GLuc reporter insulin secretion, 2-3 h; activation, % at 16.6 µM; 370,000 tested, 0.61% active;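 active means lowest replicate activation of at least 40%, so every replicate reaches that level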;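 further: 0% = median of neutral control wells and 100% = median of IBMX positive control wells; some compounds called inactive have numbers as strong as hits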
CFTR F508del cor – CFTR F508del correction in bronchial cells; CFBE cells, YFP halide quenching; stimulated with forskolin plus potentiator P3; % fluorescence drop versus neutral controls; activity (quench increase), % at 7.58 µM; 350,000 tested, 0.36% active;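 active means mean added fluorescence quench of at least 8% versus neutral control, with both replicates also reaching 8%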;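 further: cells transiently co-express mutant CFTR-F508del with the halide-sensitive YFP; corrector assay measuring rescue of mutant channel to the surface after 24 h compound exposure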
EWS-Fli inh – blocks EWS/Fli oncoprotein-driven transcription. A673 NR0B1-luciferase reporter, viability-normalised. inhibition, % at 12.6 µM. 350,000 tested, 0.67% active;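 active means mean inhibition of at least 50% after viability correction, with every replicate also passing that limit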;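 further: firefly luciferase signal divided by Alamar Blue viability fluorescence both relative to DMSO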
DENV2 CPE – DENV2-induced cell death inhibition; 350,000 tested, 1.7% active; AID 651640; DENV2-infected cells, cytopathic effect rescue, plate reader; CPE inhibition, % at 9.99 µM; in the data active means CPE inhibition above about 20%, passing the limit was not always enough; tested in BHK-21 cells;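 further: 0% = median of neutral control wells and 100% = median of positive control wells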
miR-122 sensor – miR-122 inhibition in Huh7 cells. Huh7 miR-122 Renilla luciferase sensor, 48 h; neutral wells = 0, positive control = 100. 340,000 tested, 0.3% active. AID 602342. activation (reporter increase), % at 12.5 µM;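 active means mean replicate activation score at least 90 and every replicate individually at or above 90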;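 further: higher luciferase means less miR-122 activity so hits act as miR-122 inhibitors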
Starred values were filed as active, the others as inactive; nt = no result given; [ ] = remark or other dose.

1: C/C=C/c1ccc2c(c1)O[C@H](CN(C)C(=O)Cc1ccncc1)[C@@H](C)CN([C@@H](C)CO)S2(=O)=O
2: O=C(CC12CC3CC(CC(C3)C1)C2)NCc1ccc(F)cc1
3: Cc1cccc(C)c1OCCCCCNCCO
4: COc1ccc(C(CNC(=O)CNS(=O)(=O)c2ccc(NC(C)=O)cc2)N2CCOCC2)cc1 (centres undefined)
5: O=C(NCC(=O)N1CCN(c2ccccc2)CC1)c1ccccc1
6: C[C@@H]1CCCCO[C@H](CN(C)CC2CCCCC2)[C@H](C)CN([C@H](C)CO)C(=O)c2cc(NC(=O)Nc3ccc(F)cc3)ccc2O1
7: OCC[C@@H]1C[C@H](O)[C@@H](O)[C@@]2(Cc3ccccc3O2)O1
8: O=C(Nc1ccccc1O)c1csc2c1CCCC2
9: C[C@@H]1CN([C@@H](C)CO)C(=O)c2cc(NC(=O)Nc3ccc(F)cc3)ccc2O[C@@H](C)CCCCO[C@H]1CN(C)C(=O)Cc1ccccc1
10: COc1ccccc1-c1cn(CC[C@H]2CC[C@H](NC(=O)C3CCC3)[C@@H](CO)O2)nn1

compound no.,1,2,3,4,5,6,7,8,9,10
FN deposit inh,nt,-3,nt,-1,5,nt,-5,-1,nt,nt
PAX8 reporter,2,15,nt,nt,-21,70*,3,-86,3,12
INS-1E GSIS act,-1,-2,-15,3,-7,-26,20,-23,-24,5
CFTR F508del cor,-1.9,-1.9,-1.1,-0.1,-1.7,-0.6,0.4,1.3,0.4,-1.6
EWS-Fli inh,-5,6,-4,4,-16,-2,-10,-47,8,3
DENV2 CPE,9,-7,11,-2,20,-7,-1,-2,3,7
miR-122 sensor,-11[16.7 µM],-3,2,nt,5,-17[16.7 µM],-4,nt,-5[16.7 µM],-7[16.7 µM]

Given in markdown: three of the compounds above.
| No. | compound | FN deposit inh | PAX8 reporter | INS-1E GSIS act | CFTR F508del cor | EWS-Fli inh | DENV2 CPE | miR-122 sensor |
| --- | --- | --- | --- | --- | --- | --- | --- | --- |
| 1 | C/C=C/c1ccc2c(c1)O[C@H](CN(C)C(=O)Cc1ccncc1)[C@@H](C)CN([C@@H](C)CO)S2(=O)=O | nt | 2 | -1 | -1.9 | -5 | 9 | -11[16.7 µM] |
| 9 | C[C@@H]1CN([C@@H](C)CO)C(=O)c2cc(NC(=O)Nc3ccc(F)cc3)ccc2O[C@@H](C)CCCCO[C@H]1CN(C)C(=O)Cc1ccccc1 | nt | 3 | -24 | 0.4 | 8 | 3 | -5[16.7 µM] |
| 2 | O=C(CC12CC3CC(CC(C3)C1)C2)NCc1ccc(F)cc1 | -3 | 15 | -2 | -1.9 | 6 | -7 | -3 |

(listing goes on)
11: O=C(O)C1CCCCC1C(=O)Nc1ccc(S(=O)(=O)N2CCCCC2)cc1 (centres undefined)
12: CCCCN1C(=S)NC[C@@H]1Cc1cccc2ccccc12
13: CCCC(=O)Nc1nnc(S(=O)(=O)N2CCCC2)s1
14: C[C@H]1CN([C@@H](C)CO)C(=O)c2cc(C#Cc3ccccc3)cnc2O[C@H]1CN(C)S(=O)(=O)c1ccccc1F
15: C/C(=C\c1ccccc1)C1NC(=O)c2c(sc3c2CCCC3)N1 (centres undefined)
16: O=C(C[C@@H]1CC[C@H](NC(=O)C2CCC2)[C@H](CO)O1)NC1CCCCC1
17: COCCn1c(SCC(=O)N2CCCCC2)nc2c(c1=O)SC(C)C2 (centres undefined)
18: CN(C)S(=O)(=O)c1ccc(N=Cc2c(C(F)(F)F)[nH][nH]c2=O)cc1
19: CCOc1cccc(NC(=O)CSc2nncn2N)c1
20: COc1ccc(/C(C)=N/NC(=O)OC(C)(C)C)cc1[N+](=O)[O-]

compound no.,11,12,13,14,15,16,17,18,19,20
FN deposit inh,-1,-5,0,-2,-7,-9,-3,0,nt,-6
PAX8 reporter,5,-46,-29,8,-125,nt,-11,-15,nt,-17
INS-1E GSIS act,-18,-11,-8,-13,-6,-10,6,1,4,-20
CFTR F508del cor,-0.1,-1.1,0.1,-0.5,2.5,-1.6,0.6,-2.1,-0.3,-2.1
EWS-Fli inh,6,-39,10,-1,-3,-4,nt,-11,-6,-21
DENV2 CPE,1,0,-1,0,-2,0,-2,1,0,3
miR-122 sensor,3,-4,0,-4[16.7 µM],1,nt,nt,0,2,nt

21: CC1CCN(c2nc3c(c(=O)[nH]c(=O)n3C)n2Cc2ccccc2)CC1
22: COc1ccc2c(c1)CCN1C2CCN2C(=O)CCC21 (centres undefined)
23: O=C(CCNS(=O)(=O)c1ccccc1)NCCCc1ccccc1
24: CCC(C)C(Nc1ccc(C(=O)OC)cc1[N+](=O)[O-])C(=O)OC (centres undefined)
25: C[C@@H]1CCCCO[C@H](CN(C)CC2CCCCC2)[C@@H](C)CN([C@H](C)CO)C(=O)c2cc(NS(=O)(=O)c3cn(C)cn3)ccc2O1
26: O=C1CC(N2CCN(S(=O)(=O)c3ccccc3)CC2)C(=O)N1c1ccccc1 (centres undefined)
27: Nc1[nH]c(C(=O)c2ccc(Cl)cc2)c(-c2ccc(Br)cc2)c1C(=O)c1c[nH]c2ccc(F)cc12
28: Cc1noc(C)c1CCC(=O)Nc1cc(C(=O)O)ccc1Cl
29: Cc1ccc(N2C(S)=C(C#N)C(=O)NC23CCCCC3)cc1
30: Cc1ccc(N(Cc2ccc(C(=O)NCC3CCCO3)cc2)S(C)(=O)=O)cc1C (centres undefined)

compound no.,21,22,23,24,25,26,27,28,29,30
FN deposit inh,1,0,nt,4,nt,1,-12,-5,0,-2
PAX8 reporter,0,-3,-2,-10,-25,-8,8,10,-1,-5
INS-1E GSIS act,-6,21,22,-9,10,12,nt,0,-18,0
CFTR F508del cor,-2.6,-0.8,-1.0,nt,0.7,-0.3,-4.8,3.4,nt,1.2
EWS-Fli inh,4,9,0,nt,-6,0,-8,-4,nt,0
DENV2 CPE,20,2,-11,nt,6,10,-6,14,nt,0
miR-122 sensor,-5,nt,-7,nt,4[16.7 µM],-4,nt,-2,0,nt

31: CC1CC(C)CN(CCCNC(=O)C2CCCN(c3ncnc4c3nc3n4CCCCC3)C2)C1 (centres undefined)
32: O=C(Oc1cccnc1)c1ccc([N+](=O)[O-])cc1
33: Cc1noc(C)c1S(=O)(=O)Nc1ccc2c(c1)C(=O)N([C@H](C)CO)C[C@H](C)[C@@H](CN(C)S(=O)(=O)c1ccc(Cl)cc1)O2
34: O=C([C@@H]1CCCN1C1=NS(=O)(=O)c2ccccc21)N1CCN(c2ccccc2)CC1
35: O=C(NN1CCCCC1)NN1CCCCC1
36: O=C(N[C@@H]1CC[C@@H](CCNS(=O)(=O)c2ccccc2Cl)O[C@H]1CO)c1ccc(F)cc1
37: C[C@H](CO)N1C[C@H](C)[C@@H](CN(C)Cc2cccnc2)Oc2ncc(-c3ccc(F)cc3)cc2C1=O
38: CN(C)C(=O)C[C@@H]1C=C[C@H](NC(=O)C2CCC2)[C@@H](CO)O1
39: O=C(COC(=O)COc1cccc(C(F)(F)F)c1)NC(=O)NC1CCCCC1
40: CN(C)C(=O)C[C@@H]1C[C@H]2c3cc(NC(=O)c4cccnc4)ccc3O[C@H]2[C@H](CO)O1

compound no.,31,32,33,34,35,36,37,38,39,40
FN deposit inh,-8,1,nt,-6,8,-3,nt,nt,-4,0
PAX8 reporter,-20,-13,nt,1,-25,-7,nt,0,-10,-8
INS-1E GSIS act,32,-3,-11,-10,-8,-4,7,nt,8,2
CFTR F508del cor,3.4,0.3,0.6,0.8,1.5,-0.2,0.5,-1.2,-0.4,0.0
EWS-Fli inh,11,-3,2,2,1,-4,-4,4,0,-9
DENV2 CPE,-2,-1,-6,9,-4,-9,-3,-3,-6,11
miR-122 sensor,-4,nt,-3[16.7 µM],17,nt,nt,2[16.7 µM],nt,nt,6[16.7 µM]

41: CC1CCCN(c2cccc3c2S(=O)(=O)N(Cc2cccc(Cl)c2)[C@@H](C)[C@H](c2ccccc2)O3)C1 (some centres undefined)
42: CCS(=O)(=O)N1CCCCN2[C@H](CO)[C@@H](c3ccc(-c4ccccc4C)cc3)[C@H]2C1
43: CC(=O)c1ccc(NC(=O)c2cn(C)c(=O)c3ccccc23)cc1
44: COc1ccc(Cl)cc1NC(=O)C(C)OC(=O)Cn1cc(C(F)(F)F)ccc1=O (centres undefined)
45: O=C(/C=C/c1ccc(S(=O)(=O)NCc2ccco2)cc1)N1CCN(c2ccccc2)CC1
46: N=c1c(S(=O)(=O)c2ccc(Br)cc2)cc2c(=O)n3ccccc3nc2n1C1CCCCC1
47: CSc1nc(N)n2nc(C(C)(C)C)cc2n1
48: O=C(NNS(=O)(=O)c1ccccc1)c1sccc1-n1cccc1
49: CCOc1cc(C(=S)N2CCCC2)ccc1OCc1ccccc1
50: Cc1cc(N2CCOCC2)nc2ccc(NC(=O)C3CCC(C)CC3)cc12 (centres undefined)

compound no.,41,42,43,44,45,46,47,48,49,50
FN deposit inh,-4,nt,nt,7,nt,5,-8,-1,-3,-1
PAX8 reporter,-2,6,-5,7,10,1,-38,-16,-11,-18
INS-1E GSIS act,15,8,-5,-42,-10,19,54*,nt,-11,nt
CFTR F508del cor,-5.7,0.1,-1.3,-0.5,nt,5.8,-2.0,nt,0.0,nt
EWS-Fli inh,-4,0,1,-1,12,nt,-13,nt,12,nt
DENV2 CPE,9,-12,19,-12,-8,1,2,nt,-6,nt
miR-122 sensor,nt,17[16.7 µM],nt,nt,5,nt,nt,3,12,-1

51: C[C@@H]1CCCCO[C@@H](CN(C)Cc2ccc(C(F)(F)F)cc2)[C@@H](C)CN([C@@H](C)CO)C(=O)c2cc(NC(=O)Nc3ccc(F)cc3)ccc2O1
52: COc1ccccc1C1=NOC(COC(=O)c2ccc(Br)cc2)C1 (centres undefined)
53: C=CCc1ccccc1OCC(=O)N/N=C/c1ccccc1OCC
54: O=C(CN(C(=O)C1CSC(=O)C1)c1cccc(F)c1)NC1CCCC1 (centres undefined)
55: COc1ccc(-c2csc(Nc3ccccc3)[n+]2Cc2ccccc2)cc1
56: N#Cc1nc(Cc2cccc3ccccc23)oc1N1CCOCC1
57: O=C(NCc1ccc(Cl)cc1)C1CCN(S(=O)(=O)N2CCOCC2)CC1
58: COc1ccc(S(=O)(=O)N(C)C[C@H]2OCCCC[C@H](C)Oc3ccc(NC(=O)CCC(F)(F)F)cc3C(=O)N([C@H](C)CO)C[C@@H]2C)cc1
59: O=c1[nH]c2ccccc2nc1NCc1ccccc1

compound no.,51,52,53,54,55,56,57,58,59
FN deposit inh,8,5,-5,0,-6,nt,-11,nt,-2
PAX8 reporter,55,-5,-7,10,-91,nt,-6,-18,-17
INS-1E GSIS act,-13,-5,-39,5,35,7,-6,-11,5
CFTR F508del cor,2.9,-0.6,nt,2.5,3.4,1.1,2.2,2.9,3.1
EWS-Fli inh,2,-19,nt,-4,-53,-2,6,5,-17
DENV2 CPE,1,3,nt,1,5,3,7,-5,-6
miR-122 sensor,-1[16.7 µM],-2,nt,nt,nt,13,nt,-7[16.7 µM],-10
